Lmaj promast: Leishmania major promastigote growth inhibition; Leishmania major promastigotes, resazurin fluorescence viability; inhibition, % at 10 µM; actives 9% (n = 200,000); AID 1063;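 note: promastigotes grown with compound for 44 hours at 28 °C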
Hsp70 activator: switches on Hsp70 transcription. activation, % at 10 µM. actives 0.04% (n = 200,000). HeLa Hsp70 promoter luciferase reporter, luminescence; scaled: vehicle 0, proteasome-inhibitor control 100%. AID 1203;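 active = activation above the mean across all tested compounds plus 3 SD, cutoff set per campaign, cut at about 5.5% in these data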;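 note: 100% = MG132 at 30 µM as the positive control and 0% = DMSO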
Diaph inh CS: inhibits diaphorase or chemically oxidizes, flagging diaphorase assay artifacts; diaphorase resazurin-to-resorufin fluorescence, NADH, 16 min; bacterial (C. kluyveri) enzyme, not human; inhibition, % at 20 µM; actives 0.69% (n = 190,000); AID 1217;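 active = primary screen inhibition at 20 µM above a set limit, cut at about 50% in these data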;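 note: plate controls were DMSO with full reaction for no effect and wells lacking NADH for full effect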
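Assay system – diaphorase enzyme from Clostridium kluyveri · Amount – diaphorase 0.14 U/mL (working solution) · Times – reaction incubation of 16 min at room temperature · Controls – No-NADH positive control and DMSO neutral control · Signal – resorufin fluorescence 544/590 nm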
Diaph act CS: diaphorase activation or chemical reduction counter-screen. Diaphorase/resazurin coupled assay, resorufin fluorescence, 16 min; stronger effect = higher value; 1 = vehicle wells, 0 = NADH-free wells. activation factor at 20 µM. actives 0.005% (n = 190,000);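 active = diaphorase activity raised at least twofold by the compound at 20 µM; inactive = activation factor below 2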
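test system = bacterial diaphorase enzyme (C. kluyveri) | quantity = enzyme 0.07 U/mL final | reagent = NADH substrate 0.114 mM plus resazurin dye 0.1 mM, final | incubation = 16 min enzyme reaction, ambient temperature | buffer or medium = HEPES pH 7.4 buffer with MgCl2 and Tween 20 | signal = fluorescence of resorufin, 544 nm excitation, 590 nm emission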
TLR4 MyD88 comp: blocks binding of human TLR4 to MyD88. inhibition, % at 8.4 µM. HeLa CL3-4 TLR4/MyD88 BLA complementation, FRET ratio. actives 0.18% (n = 200,000). O00206+Q99836; in the data active = inhibition above about 25%;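 note: 0% = vehicle and 100% = reference inhibitor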
S1P3 antag: S1P3 (human) receptor antagonism | Q99500 | CHO S1P3 NFAT-BLA reporter, FRET fluorescence, antagonist mode | inhibition, % at 4.98 µM | actives 0.27% (n = 170,000) | AID 485;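 active = inhibition above the plate cutoff, the mean inhibition of test wells on that plate plus 3 SD, cut at about 28% in these data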;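 note: cells challenged with S1P at its EC80 of 0.8 µM; blue over green emission ratio from cleaved BLA substrate after 4 h stimulation; 0% = S1P-stimulated wells and 100% = unstimulated DMSO-only wells; some compounds past the cut are filed as inactive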
Target sequence (Q99500 whole entry, looked up): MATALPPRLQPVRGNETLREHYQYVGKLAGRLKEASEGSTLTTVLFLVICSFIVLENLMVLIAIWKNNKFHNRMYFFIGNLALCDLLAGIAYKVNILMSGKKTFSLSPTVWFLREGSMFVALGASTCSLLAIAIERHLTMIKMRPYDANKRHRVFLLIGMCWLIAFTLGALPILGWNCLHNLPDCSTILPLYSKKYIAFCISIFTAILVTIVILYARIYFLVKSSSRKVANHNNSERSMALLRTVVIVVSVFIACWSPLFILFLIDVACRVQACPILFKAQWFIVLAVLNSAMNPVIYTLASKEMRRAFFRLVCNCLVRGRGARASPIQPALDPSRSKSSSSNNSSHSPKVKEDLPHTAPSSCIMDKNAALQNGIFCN
PMI act: activators of human phosphomannose isomerase; activation factor at 20 µM; AID 1214; actives 0.005% (n = 190,000); purified human PMI, coupled resazurin fluorescence, 20 min; stronger effect = higher value; 1 = vehicle control, 0 substrate-free wells; P34949;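 active = activation factor of 2 or more at 20 µM, relative to plate controls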
Target sequence (P34949 whole entry, looked up): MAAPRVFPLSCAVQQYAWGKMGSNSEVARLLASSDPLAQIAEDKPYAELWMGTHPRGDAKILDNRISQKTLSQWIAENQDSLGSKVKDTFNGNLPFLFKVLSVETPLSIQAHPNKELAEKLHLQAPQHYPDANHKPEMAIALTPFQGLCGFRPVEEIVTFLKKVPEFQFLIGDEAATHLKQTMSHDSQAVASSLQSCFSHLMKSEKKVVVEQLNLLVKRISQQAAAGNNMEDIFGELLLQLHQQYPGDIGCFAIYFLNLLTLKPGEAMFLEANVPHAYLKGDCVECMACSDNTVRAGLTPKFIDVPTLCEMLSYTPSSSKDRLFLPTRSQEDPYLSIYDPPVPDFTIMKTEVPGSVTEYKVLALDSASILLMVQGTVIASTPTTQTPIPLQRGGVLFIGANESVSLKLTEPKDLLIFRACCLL
RAM inhibit: blocks the yeast RAM network | S. cerevisiae dse1pr::URA3 reporter, 5-FOA growth OD615, 2 d; analog-sensitive cbk1-as2 kinase mutant strain | inhibition, % at 50 µM | actives 1.8% (n = 190,000) | AID 868;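 active = inhibition above a set limit, 3 SD over mean compound inhibition, cut at about 8.4% in these data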;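 note: 0% = DMSO-only wells with no growth and 100% = 10 µM 1-NA-PP1 full growth; inhibition rescues growth on 5-FOA so higher OD means more RAM inhibition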
PMI act satM6P: PMI (human) activation, high substrate; actives 0.34% (n = 190,000); AID 1216; activation factor at 20 µM; P34949; coupled PMI enzyme assay, resazurin fluorescence, 20 min; stronger effect = higher value; 1 = untreated enzyme, 0 = substrate-free blank;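 active = activation factor of 2 or more at 20 µM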
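assay system = human phosphomannose isomerase with PGI, G6PDH, diaphorase coupling enzymes | quantity = 15 ng/mL PMI | incubation = enzyme reaction with compound 20 min at room temperature | medium = HEPES pH 7.4 buffer with MgCl2 and Tween-20 | compound dosing = one concentration, 20 µM, in 1% DMSO | measured by = Diaphorase-driven resazurin-to-resorufin fluorescence, excitation 544, emission 590 nm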
G6PDH counter: L. mesenteroides G6PDH inhibition counter-screen; Purified L. mesenteroides G6PDH, diaphorase/resazurin coupled fluorescence, 45 min; inhibition, % at 5 µM; actives 0.12% (n = 200,000)
Redox H2O2 prof: compounds producing H2O2 with reducing agent – biochemical, NIH compound library profiling, artefact control for MLSCN library redox annotation, primary screen; DTT-dependent redox cycling H2O2, phenol red/HRP absorbance; 100% = 100 µM peroxide control, 0% = buffer; activation, % at 10 µM; actives 0.03% (n = 200,000);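 active = activation of at least 50% relative to the plate's high and low controls in the primary single-dose screen; inactive = activation below 50%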;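 note: compound incubated with DTT at 0.8 mM final as the reducing agent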
* = called active by the depositor; nt = no result given; & = joins results of further samples. Cut-off read from the data, not from the text of the source, unless noted: active = inhibition above about 50%; inactive = the rest.

Screens in order – Lmaj promast	Hsp70 activator	Diaph inh CS	Diaph act CS	TLR4 MyD88 comp	S1P3 antag	PMI act	RAM inhibit	PMI act satM6P	G6PDH counter	Redox H2O2 prof
(1) O=C(OCCN1CCCC1=O)c1cncc(Br)c1
  -4	-0.2	8	0.9	9	nt	1.1	3.0	1.1	-2	-0.1
(2) COC(=O)C1=C(C)Nc2c(c(=O)n(C)c(=O)n2C)C1c1ccncc1 (stereo unspecified)
  -4	-0.2	12	0.9	-6	10	0.9	2.0	0.9	12	0.3
(3) C(=N\N1CCN(Cc2ccccc2)CC1)/c1cccnc1
  36	0.0	3	1	0	-4	0.9	0.6	0.9	-3	-0.4
(4) CN1C(=O)CC(C(=O)Nc2ccc(F)cc2)SC1=Nc1ccc2c(c1)OCO2 (stereo unspecified)
  17	-0.2	27	0.7	-12	4	0.8	2.5	0.8	-28	-0.1
(5) Cc1nnc(N/N=C/c2cc([N+](=O)[O-])c(N3CCC(C)CC3)cc2N2CCC(C)CC2)n1N
  100*	-0.3	8	0.9	9	nt	0.9	2.5	1.1	9	-0.3
(6) O=C1NC2(CCCCC2)C(=O)N1CCS(=O)(=O)Oc1ccc(Br)cc1
  7	-0.3	10	0.9	1	-19	1.1	8.8*	1.1	0	-1.5
(7) Oc1cccc(C=NCc2ccccc2)c1
  -3	0.0	0	1	-3	nt	1	2.0	1	4	0.3
(8) CN1[C@@H](CC(=O)c2ccccc2)CCC[C@H]1C[C@H](O)c1ccccc1
  88*	-0.2&-0.1	2&-22	1&1.2	-2	-7&2	1.3&1	-0.7	1.2&1	3&2	0.4
(9) Cn1ccnc1C(=O)c1cc(=O)c2ccccc2o1
  -7	-0.4	20	0.8	-1	15	1	2.5	1	-6	14
(10) O=C(CSc1nc2ccccc2c(=O)n1-c1ccccc1)NC(=O)CN1CCCC1=O
  -6	0.0	15	0.9	-3	-8	1	2.0	1	-1	0.0
(11) Cc1cccc(N2CCN(C(=O)c3cc4n(n3)C(C(F)(F)F)CC(c3ccco3)N4)CC2)c1C (stereo unspecified)
  67*	0.1	34	0.7	9	-29	0.8	5.0	0.8	-30	0.7
(12) CCn1nnc2sc3c(c2c1=O)CCC(C)C3 (stereo unspecified)
  -5	0.5	-9	1.1	-6	nt	1	1.3	1	0	1.9
(13) CCOC(=O)N/N=C/c1ccc(OCCSc2ccc(Cl)cc2)c(OCC)c1
  19	-0.2	19	0.8	-10	-12	0.9	4.7	0.9	8	1.5
(14) O=C(CSc1ncn[nH]1)NCc1ccc2c(c1)OCO2
  -2	-0.1	4	1	0	-6	1.1	-0.5	1.1	6	-2.2
(15) O=C(NCC(O)CO)c1ccc2[nH]c3ccccc3c2c1 (stereo unspecified)
  6	0.2	9	0.9	0	nt	1	-1.0	1	6	1.3
(16) COC(=O)c1cc(NC(=O)CC2SCCNC2=O)cc(C(=O)OC)c1 (stereo unspecified)
  -3	-0.3	9	0.9	-6	15	1	2.3	1.1	-2	-0.3
(17) Cc1ccc(CS(=O)(=O)Cc2ccc(C(=O)NCc3ccco3)o2)cc1
  -8	-0.2	4	1	-18	5	1.1	-0.1	1.1	8	-0.9
(18) Cc1cc(C(=O)COC(=O)c2n[nH]c3ccccc23)c(C)n1C
  40	1.2	20	0.8	7	10	0.8	2.1	0.9	-41	2.0
(19) COc1cccc(-c2nnc(SCC(=O)N(C(C)C)C(C)C)o2)c1
  4	-0.2	9	0.9	-10	2	0.9	0.1	0.9	3	-0.7
(20) CC(C)CCOCC(=O)Nc1cccc(C(=O)O)c1
  -9	0.1	-6	1.1	17	-39	1.1	-0.1	1.1	3	-3.1
(21) COc1ccc(C2C=C(c3ccccc3)Nc3nc(CCCO)nn32)cc1 (stereo unspecified)
  29	-0.2	21	0.8	26*	31	0.9	1.1	0.9	-2	2.2
(22) OCCCNc1nc(-c2ccc(Cl)cc2)nnc1-c1ccc(Br)cc1
  6	-0.2	16	0.8	-12	-11	0.9	1.2	0.9	-8	-0.4
(23) N#Cc1cnn2ccc(-c3cc(N4CCOCC4)ccc3[N+](=O)[O-])nc12
  1	-0.4	-5	1.1	11	17	1	2.3	1	6	-1.5
(24) COc1cccc(NC(=O)C2C3CC4OC(=O)C2C4C3)c1 (stereo unspecified)
  -5	0.0	4	1	3	-16	0.9	2.4	1	2	1.9
(25) Cc1ccc2nc(-c3ccc(NC(=O)COC(=O)c4ccc(Br)o4)cc3)sc2c1
  -3	-0.4	-1	1	-12	-78	1	4.7	1.1	-23	1.0
(26) COc1ccccc1Nc1n[nH]c(=S)s1
  -4	0.1	22	0.8	6	10	1	0.6	1.4	8	-1.6
(27) Cc1nc2cc(-c3ccc(Cl)cc3)nn2c(C)c1CCC(=O)NC(C)c1ccc2c(c1)OCCO2 (stereo unspecified)
  98*	-0.7	15	0.9	-7	-3	1	6.3	1	12	3.0
(28) COc1ccccc1NC(=O)c1cc(C)nc2ccccc12
  -4	-0.3	63*	0.4	0	-14	1	0.0	1.1	3	-0.5
(29) COCCCNC(=O)C1CC(=O)N(C2CCCC2)C1 (stereo unspecified)
  -7	-0.5	9	0.9	-15	-36	1	1.0	1	4	1.0
(30) CCn1c(CNS(=O)(=O)c2ccc(Cl)cc2)n[nH]c1=S
  0	-0.1	21	0.8	6	6	1	1.4	1	6	-1.2
(31) Cc1cc2[nH]c(=S)[nH]c2cc1C
  -4	-0.4	0	1	10	-7	0.5	1.0	0.7	-14	-0.5
(32) CC(=O)c1ccc(NC(=O)C(C)OC(=O)c2ccc3c(c2)nc(C)n3-c2ccccc2)cc1 (stereo unspecified)
  -1	-0.2	22	0.8	-4	-11	0.9	4.2	0.6	17	-0.9
(33) CCOC(=O)/C(=C\C=C\N1CCOCC1)C(C)=O
  3	-0.3	-2	1	0	-3	1	1.4	1.1	9	0.1
(34) O=C(COc1ccc(-n2cnnn2)cc1)N1CCN(c2ccc(F)cc2)CC1
  29	-0.3	9	0.9	-4	22	1.1	1.7	1.1	3	0.6
(35) CCCC(=O)Nc1nc(C(=O)OCC)cs1
  -4	0.3	6	0.9	-5	14	1.1	1.1	0.9	4	-0.1
(36) CC(C)Oc1ccc(CNC(=O)Cn2c(=O)oc3ccccc32)cc1
  -3	-0.4	11	0.9	-1	nt	0.9	1.5	1	5	-2.1
(37) Cc1oc2c(c1C(=O)Nc1cccc(C(=O)O)c1)CCCC2
  -6	-0.1	9	0.9	9	nt	1.1	0.9	1.1	12	0.3
(38) O=c1c2c3c(sc2nc2sc(C4CC4)nn12)CCCC3
  -5	-0.3	25	0.7	11	11	0.9	2.4	0.9	-46	5.8
(39) Cn1c2ccccc2c(=O)c2c(=O)n(C3CCCCCC3)c(C3CCCCC3)nc21
  74*	-0.3	27	0.7	-5	2	1	1.2	1.1	2	0.8
(40) COc1ccc(NS(=O)(=O)/C=C/c2ccccc2)cc1
  -4	-0.1	17	0.8	-3	2	1	0.0	1	2	0.0
(41) Cn1c(=O)oc2cc(S(=O)(=O)N3CCN(c4cccc(Cl)c4)CC3)ccc21
  -13	-0.3	8	0.9	-2	-1	1	3.5	1	1	0.5
(42) O=C(CNC(=O)c1ccco1)OC(C(=O)c1ccccc1)c1ccccc1 (stereo unspecified)
  -10	0.0	12	0.9	0	-4	1	0.5	1	5	1.7
(43) Nc1c(C(=O)N/N=C/c2cccnc2)cnn1-c1ccccc1
  7	-0.3	9	0.9	6	-3	0.9	-0.7	0.9	13	-0.6
(44) Cc1ccc(S(=O)(=O)N(NC2=NS(=O)(=O)c3ccccc32)C(=O)c2ccccc2)cc1
  53*	-0.4	4	1	-20	13	1.1	6.8	1.1	12	0.1
(45) O=S1(=O)N=C(N2CCc3ccccc3C2)c2ccccc21
  -1	-0.5	-1	1	3	-26	1	0.7	1.1	12	-0.4
(46) COc1cc(C(=O)OCC(C)=O)c([N+](=O)[O-])cc1OC
  -6	-0.5	0	1	-15	-15	1	-0.6	0.9	1	-0.4
(47) COc1ccc(-c2cc(=Nc3ccc(C)cc3)c3ccccc3o2)cc1
  63*	-0.1	10	0.9	3	nt	0.9	-0.3	1	6	3.5

Down the list, quoted from above.
Entries 13–24 in PMI act, in turn: 0.9, 1.1, 1, 1, 1.1, 0.8, 0.9, 1.1, 0.9, 0.9, 1, 0.9
Entries 13–24 in Lmaj promast, in turn: 19, -2, 6, -3, -8, 40, 4, -9, 29, 6, 1, -5

High-throughput results (PubChem BioAssay)
